M. tuberculosis GlmU: inhibition of mycobacterial GlmU enzyme – biochemical, glucosamine-1-phosphate acetyltransferase (AID 1376) | M. tuberculosis GlmU acetyltransferase enzyme assay; higher % means a stronger effect | one-dose inhibition, %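 (tested at 30 µM in the primary screen)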; IC50 in µM for titrated hits | hit rate 0.25% among 220,000; in the data active = inhibition above about 13%;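 note: 0% = complete reaction with vehicle and 100% = reaction without substrate; strong numbers were not always called active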
Mtb RmlCD inh: blocks M. tuberculosis RmlC and RmlD coupled enzymes; RmlC+RmlD coupled enzyme assay, percent inhibition; primary screen in compound mixtures; inhibition, % at 3.6 µM; hit rate 0.03% among 160,000; AID 1533; in the data active = inhibition mostly above about 34%, no sharp cut-off; note: some results filed as inactive read as strong as hits
Target sequence (P9WH09 whole entry, looked up): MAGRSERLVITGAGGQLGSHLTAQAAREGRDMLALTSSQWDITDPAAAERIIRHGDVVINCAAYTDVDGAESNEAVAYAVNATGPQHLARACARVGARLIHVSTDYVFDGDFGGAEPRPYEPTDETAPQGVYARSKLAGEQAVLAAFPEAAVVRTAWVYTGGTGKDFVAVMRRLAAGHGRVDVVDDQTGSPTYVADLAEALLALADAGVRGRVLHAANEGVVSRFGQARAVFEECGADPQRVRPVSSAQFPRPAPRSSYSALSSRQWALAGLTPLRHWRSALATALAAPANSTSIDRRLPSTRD
Target sequence (P9WH11 whole entry, looked up): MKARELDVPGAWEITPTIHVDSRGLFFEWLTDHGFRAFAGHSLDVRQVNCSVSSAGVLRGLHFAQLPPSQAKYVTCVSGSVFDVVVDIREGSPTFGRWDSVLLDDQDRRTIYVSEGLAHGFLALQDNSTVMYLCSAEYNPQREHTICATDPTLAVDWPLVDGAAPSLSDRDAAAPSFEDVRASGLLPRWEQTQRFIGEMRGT
The depositor's hits bear a star; · = not tested or not shown. An excerpt; rates above refer to the full screens.

SMILES	M. tuberculosis GlmU	Mtb RmlCD inh
O=C1NCC2=C1C(c1ccccc1)Nc1ccccc1N2 (stereo not given)	0.2%	·
O=C(Nc1ncc(Cc2ccccc2Cl)s1)c1ccc([N+](=O)[O-])cc1	0.7%	-11.6
Cc1cc(C)c2c(N)c(C(=O)NC3CCCC3)sc2n1	-0.9%	-0.2
O=C(CCOc1ccccc1)Nc1ccc([N+](=O)[O-])cc1	-2.2%	-13.2
CC(C)CCNc1nc(N)c([N+](=O)[O-])c(NCCO)n1	-5.6%	9.1
O=C(Nn1c(C2CCCCC2)nc2ccccc2c1=O)c1ccc([N+](=O)[O-])cc1Cl	1.2%	6.6
CCOC(=O)c1cnc2nc(C)[nH]n2c1=O	1.0%	·
O=C(Nc1ccc(C(=O)O)cc1)/C(=C\c1ccc([N+](=O)[O-])cc1)NC(=O)c1ccc(Br)cc1	1.9%	-1.7
CC(C)Oc1ccc(C(CC(=O)N(C)CCC#N)c2ccc(F)cc2)cc1 (stereo not given)	3.9%	-11.3
CCn1c(SCc2ccccc2)nnc1C1CCN(S(=O)(=O)c2ccc(OC)cc2)CC1	-3.8%	·
COc1ccc(N(CC(=O)N2CCN(Cc3ccc4c(c3)OCO4)CC2)S(C)(=O)=O)cc1OC	4.2%	8.5
COc1ccc(NCC(=O)N/N=C2\CCCC(C)C2)cc1 (stereo not given)	-6.5%	-3.2
O=C(NCc1cccc(Cl)c1)c1cccnc1	3.0%	·
Cc1ccc(S(=O)(=O)N2CCCCC2)cc1NC(=O)CN1CC=C(c2ccccc2)CC1	-7.6%	3.8
COC(=O)c1ccc2c(=O)n(Cc3ccc(C(=O)NCCCN4CCC(C)CC4)cc3)c(=S)[nH]c2c1	-1.4%	0.2
O=S(=O)(Nc1ccc(-c2cn3ccsc3n2)cc1)c1ccc2c(c1)OCCO2	5.8%	71.0
COCC(C)NCC(=O)NC(C)CCc1ccccc1 (stereo not given)	-0.9%	·
CCCCCC1CC(CC(=O)Nc2ccc([N+](=O)[O-])cc2)C(=O)O1 (stereo not given)	2.3%	·
Cc1c(/C=N\NC(=O)C2COc3ccc(C(C)(C)C)cc3O2)c2ccccc2n1C (stereo not given)	4.8%	-7.3
COc1ccc2cc(CN(C(=O)Nc3ccccc3)C3CCCC3)c(=O)[nH]c2c1	0.3%	3.4
OC(c1ccccc1)(c1ccc(F)cc1)C(c1ccccc1)N1CCOCC1 (stereo not given)	-5.2%	10.4
O=C1N(Cc2ccc(F)cc2Cl)c2ccccc2C12OCCCO2	-0.9%	8.3
CCOC(=O)c1cc(CC)sc1NC(=O)c1ccc2c(c1)OCCO2	-2.8%	66.8
NC(=O)NC(CC(=O)OCC(=O)NC(=O)NCc1ccco1)c1ccc(Cl)cc1 (stereo not given)	1.8%	·
CC12CCC(C(=O)N(c3ccccc3Cl)C1=O)C2(C)C (stereo not given)	2.4%	0.5
Cc1cccc(NC(=O)Cn2c(/C=C/c3ccccc3)nc3ccccc32)c1	-7.5%	16.5
COc1ccc(Br)cc1/C=N/N1CCN(Cc2ccccc2)CC1	0.2%	4.0
O=C(Cn1c(=O)oc2ccccc21)Nc1nc(-c2ccccc2)cs1	0.9%	5.9
O=C(NCc1ccc(F)cc1)C(C(=O)NCc1ccc(F)cc1)c1ncc(C(F)(F)F)cc1Cl	-1.1%	0.1
c1ccc(C2=Nn3c(nnc3-c3ccccn3)SC2)cc1	-3.3%	·
CCCc1cc(C(=O)OC)c(NC(=O)c2cc(C)on2)s1	-0.1%	·
CCOC(=O)CC(=O)CSc1nc2ccccc2c(=O)n1-c1ccc(C(=O)N2CCOCC2)cc1	1.7%	-8.8
COCCNC(=O)C(c1ccc(C)o1)N(C(=O)c1snc(C(N)=O)c1N)c1cc(C)cc(C)c1 (stereo not given)	0.9%	-7.2
CC1=C(OC(=O)c2ccc(Br)cc2)C(C)(C)C(c2ccccc2)OC1=O (stereo not given)	-4.3%	-65.0
COc1ccc(-n2cc(-c3ccc(OC)c(OC)c3)[nH]c2=S)cc1	-3.1%	-1.6
CCc1ccccc1NC(=O)c1cccs1	1.9%	-8.0
CC(NC(=O)Cc1ccccc1)C(c1ccccc1)N1CCOCC1 (stereo not given)	-6.4%	-5.3
Cc1cc(/C=C2\C(=N)N3N=C(CC(=O)N4CCOCC4)SC3=NC2=O)c(C)n1Cc1ccccc1	3.1%	-3.1
C=CCn1sc(N)c(C(=O)OCC)c1=S	6.5%	·
COCC(=O)Nc1ccc(Br)cc1C	-2.7%	·
O=C(CN1C(=O)C2CC=CCC2C1=O)Nc1nnc(SCc2ccc(Cl)cc2)s1 (stereo not given)	-1.4%	-3.1
CCN(CC)c1ccc(C2CC(=O)Nc3cc(OC)c(OC)cc32)cc1 (stereo not given)	3.7%	-7.0
CCOC(=O)c1ccc(Oc2nc(N(C)C)nc(N(C)C)n2)cc1	-1.9%	-3.5
Cc1ccc(Nc2nnc(SCC(=O)Nc3cccc(S(=O)(=O)NC4=NCCCCC4)c3)s2)c(C)c1	-3.0%	-8.7
C/C=C(\C)CN1CCN(c2ccccc2)CC1	0.6%	·
CCc1c(C)nc2ncnn2c1NCCc1ccc(OC)c(OC)c1	7.5%	-0.4
O=C(COC(=O)CCC1CCCC1)Nc1ccc(Cl)cn1	10.7%	·
COc1ccc(CCNC(=O)C2CC3Cn4c(nc5ccccc54)C3N2Cc2ccccc2)cc1 (stereo not given)	1.1%	·
O=C1OCC2=C1C(c1ccc(F)cc1)CC(=O)N2c1ccccc1 (stereo not given)	-2.4%	4.7
Cc1nc(CSc2n[nH]c(=O)n2-c2cccc(F)c2)cs1	-2.4%	·
CCOC(=O)C(O)(c1cn(C)c2ccccc12)C(F)(F)F (stereo not given)	8.0%	3.8
C=CCOC(=O)C1=C[C@@H](c2ccc(C(F)(F)F)cc2)[C@H](CCCO)[C@@H](OCC)O1	2.1%	·
O=C1CS/C(=N/N=C/c2ccccc2OS(=O)(=O)c2ccccc2)N1	-4.6%	-11.2
COc1cc(C2N(c3ccc(F)cc3)C(=O)C3CCCN32)cc(OC)c1OC (stereo not given)	2.9%	3.4
CC(C)CC(=O)Nc1sc2c(c1C#N)CC(C)(C)NC2(C)C	4.4%	33.1
O=C(CN1C(=O)NC2(CCCC2)C1=O)NCC1CCCO1 (stereo not given)	2.6%	9.8
CN1CCC(CNC(=O)Nc2csc3ccccc23)CC1	53.4%	1.7
O=C(Cn1cc2c(n1)CCCCC2)NC1CCCCCC1	0.5%	·
COc1ccc(N2CCN(C(c3nnnn3CCc3ccccc3)C(C)C)CC2)cc1 (stereo not given)	6.5%	·
Cc1cc(C(=O)OCC(=O)NC(=O)c2cccn2C)c2ccccc2n1	-1.4%	7.0

Next section.
SMILES	M. tuberculosis GlmU	Mtb RmlCD inh
O=C(C1CCCN(Cc2ccccc2F)C1)N1CCc2ccccc2C1 (stereo not given)	-3.2%	-2.9
COc1ccc(NC(=O)c2ccc3c(c2)NC(=O)CO3)cc1OC	4.9%	15.5
CC(=O)c1ccc(OC(C)C)c(CN2CCCCC2)c1	-1.2%	-4.1
O=C(O)CC(c1cccc2ccccc12)N1Cc2ccccc2C1=O (stereo not given)	0.7%	-11.4
O=C1C2C3c4ccccc4C(c4ccccc43)C2C(=O)N1c1ccncc1 (stereo not given)	3.2%	-4.4
CC(=O)Nc1ccc(S(=O)(=O)NCc2cccnc2)cc1	-3.9%	-1.3
CCCCCCCOC1(c2ccccc2)OC(=O)c2ccccc21 (stereo not given)	-1.7%	2.1
O=C(CSc1nc2ccccc2s1)N/N=C/c1ccccc1C(=O)O	-2.3%	·
COc1ccc(-c2cc(C(=O)N3CCN(C(c4ccccc4)c4ccccc4)CC3)no2)cc1OC	-2.5%	-1.6
COc1cc(C)nc(N2CCC(C(N)=O)CC2)n1	-0.1%	-7.7
Cc1ccc(CNC(=O)c2ccc(C#CC(C)(C)O)s2)cc1	-0.2%	-16.1
CN(C)c1ccc(C(=O)OCC(=O)Nc2ccc(S(N)(=O)=O)cc2)cc1	-2.4%	14.2
Cc1cc(C(=O)CSc2nc(N)cc(=O)[nH]2)c(C)n1CCc1ccc(Cl)cc1	-0.6%	-1.9
Cc1ccc(CNC(=O)CSc2nnnn2C)cc1	-1.6%	·
COc1ccc(OC)c(C(c2nnnn2CCC(C)C)N2CCN(C(=O)c3ccco3)CC2)c1 (stereo not given)	1.1%	-4.1
O=C(CS(=O)(=O)Cc1ccccc1)Nc1ccc(S(=O)(=O)N2CCCCCC2)cc1	1.8%	19.9
COc1ccc(C(C(=O)NC2CCCCC2)N(C(=O)c2sc(C)nc2C)c2ccc(OC)cc2)cc1 (stereo not given)	-7.7%	·
COc1cccc(OC(=O)CSc2nnc(-c3ccccc3Br)o2)c1	-0.5%	15.4
CC12CCC(C(=O)N(CCCCN3CCN(Cc4ccccc4)CC3)C1=O)C2(C)C (stereo not given)	2.5%	-3.3
CCS(=O)(=O)N1CCC(NC(C)=O)(c2ccccc2)CC1	-1.1%	0.1
C[C@H](NC(=O)c1nc[nH]c1C(=O)NCCCCCNC(=O)OC(C)(C)C)C(=O)OCc1ccccc1	2.7%	·
CN(C(=O)COC(=O)/C=C/c1ccc2ccccc2n1)C1CCS(=O)(=O)C1 (stereo not given)	5.4%	3.1
CCc1nnc(NC(=O)CSc2nnc(-c3ccncc3)n2C)s1	3.6%	·
CC(C)CNc1ncnc2c1cnn2Cc1ccc(Cl)cc1	2.2%	8.0
CC(C)COC(=O)n1ccc(C(=O)N2CCCCC2)n1	0.8%	107.6
CCOC(=O)CC1=CC(=O)Nc2ccccc2N1	1.7%	·
CCCNC(=O)c1cccc(NC(=O)C(C)C)c1	-2.3%	-11.8
CCCC1Nc2ccc(C(=O)O)cc2C2C=CCC12 (stereo not given)	7.9%	-10.4
CC(=O)c1cc2c(cc1NC(=O)c1ccccc1C)OCO2	-3.7%	·
COc1ccc2oc(C(=O)C3CC3)c(N)c2c1	-4.3%	4.3
O=C(c1cc(F)cc2c1OCOC2)N1CCN(c2ccc(F)cc2)CC1	-0.9%	5.7
Cc1ccccc1OCC(=O)NNC(=O)CSc1nc(N)cc(N)n1	3.8%	-11.5
O=S1(=O)CCOC[C@H](Cc2ccccc2)N1Cc1cccc(F)c1	5.7%	·
COc1ccc(C2CC(=O)C3=C(C2)Nc2ccccc2N(C(=O)CCC(=O)O)C3c2ccc(F)cc2)cc1OC (stereo not given)	-1.1%	13.5
Cn1c(SCc2ccc(Cl)cc2)nnc1-c1ccc2nonc2c1	-9.1%	·
c1ccc(-c2cnnc(N3CCCCC3)n2)cc1	-5.1%	-6.0
O=C(NCC(=O)N(Cc1ccccc1)C(C(=O)NC1CCCC1)c1ccncc1)c1ccco1 (stereo not given)	2.9%	·
CC(=O)CCc1ccc(OC(=O)c2cccnc2)cc1	0.1%	·
Cc1cc(-c2ccc(Br)s2)nc(-n2cccc2)n1	-8.8%	6.0
COc1ccc2c(c1)c1ncn(CCN3CCNCC3)c(=O)c1n2C	1.7%	·

Not a retest: entries from further up.
SMILES	M. tuberculosis GlmU	Mtb RmlCD inh
C[C@H](NC(=O)c1nc[nH]c1C(=O)NCCCCCNC(=O)OC(C)(C)C)C(=O)OCc1ccccc1	2.7%	·
CN(C(=O)COC(=O)/C=C/c1ccc2ccccc2n1)C1CCS(=O)(=O)C1 (stereo not given)	5.4%	3.1
CCc1nnc(NC(=O)CSc2nnc(-c3ccncc3)n2C)s1	3.6%	·
CC(C)CNc1ncnc2c1cnn2Cc1ccc(Cl)cc1	2.2%	8.0
CC(C)COC(=O)n1ccc(C(=O)N2CCCCC2)n1	0.8%	107.6
CCOC(=O)CC1=CC(=O)Nc2ccccc2N1	1.7%	·
CCCNC(=O)c1cccc(NC(=O)C(C)C)c1	-2.3%	-11.8
CCCC1Nc2ccc(C(=O)O)cc2C2C=CCC12 (stereo not given)	7.9%	-10.4
CC(=O)c1cc2c(cc1NC(=O)c1ccccc1C)OCO2	-3.7%	·
COc1ccc2oc(C(=O)C3CC3)c(N)c2c1	-4.3%	4.3
O=C(c1cc(F)cc2c1OCOC2)N1CCN(c2ccc(F)cc2)CC1	-0.9%	5.7
Cc1ccccc1OCC(=O)NNC(=O)CSc1nc(N)cc(N)n1	3.8%	-11.5
O=S1(=O)CCOC[C@H](Cc2ccccc2)N1Cc1cccc(F)c1	5.7%	·
COc1ccc(C2CC(=O)C3=C(C2)Nc2ccccc2N(C(=O)CCC(=O)O)C3c2ccc(F)cc2)cc1OC (stereo not given)	-1.1%	13.5

(continued)
SMILES	M. tuberculosis GlmU	Mtb RmlCD inh
Cc1ccc(S(=O)(=O)/N=C(\Nc2cccc(C)c2)Nc2nc(C)cc(C)n2)cc1	-4.1%	4.7
Cc1c(C(=O)OC2CCCCC2)[nH]c2c1C(=O)CC(C)(C)C2	-6.0%	11.0
CCN1CCN(C(=S)Nc2ccc3nc(N4CCN(CC)CC4)cc(C)c3c2)CC1	-9.6%	-8.8
Cc1nc2ncnn2c(C)c1Cc1ccc(Cl)cc1	2.5%	·
O=c1cc(CSc2ccc(Cl)cc2)nc(-c2ccncc2)[nH]1	4.3%	6.5
COc1ccc2c(c1)CC(C1(O)C(=O)Nc3ccccc31)C2=O (stereo not given)	6.1%	·
O=C(Nc1ccccc1CC[N+](=O)[O-])N1CCN(c2ccccc2)CC1	0.6%	-10.8
CCC(C)NC(=S)Nc1ccccc1 (stereo not given)	4.1%	10.9
Cc1ccc(/C=[N+](/C)[O-])cc1	4.3%	2.8
CC(CCc1ccccc1)NC(=O)Cc1ccc([N+](=O)[O-])cc1 (stereo not given)	3.0%	16.0

High-throughput results (PubChem BioAssay)
